# Dicer inh: inhibitors of human Dicer processing of pre-microRNA | z-score at 25 µM | actives 6% (n = 47,000) | cat-ELCCA pre-miR-21 Dicer processing, chemiluminescence; stronger effect = higher value | Q9UPY3; in the data active = z-score above about 3, passing the limit was not always enough;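 also: plate controls were vehicle for no effect and no enzyme for full effect; higher signal means more uncleaved substrate so more Dicer inhibition; strong numbers were not always called active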
# Active calls of the source: *; & = joins results of further samples. A portion of the library; the hit share may differ from the screen's.
# Start of the listing, in advance (2 entries):
SMILES,Dicer inh
COc1cc2c(cc1OC)C1N(CC2)C(C(=O)c2cccs2)=NN1c1ccccc1 (configuration not stated),-0.59
CC1OCN(c2ccc(OC(F)(F)F)cc2)Cn2c1nc1ccccc12 (configuration not stated),1.6

# Main list (from the top)
SMILES,Dicer inh
COc1cc2c(cc1OC)C1N(CC2)C(C(=O)c2cccs2)=NN1c1ccccc1 (configuration not stated),-0.59
CC1OCN(c2ccc(OC(F)(F)F)cc2)Cn2c1nc1ccccc12 (configuration not stated),1.6
O=C(NCc1cccs1)c1cnn2c(C(F)(F)F)cc(-c3ccc4c(c3)OCO4)nc12,-0.28
COc1ccc(OC)c(C2C(C#N)=C(C)NC3=C2C(=O)CC(C)(C)C3)c1 (configuration not stated),-0.2
Cc1cccc(Cl)c1NC(=O)CC#N,3.9*
NC1=NC(=O)CC(C(=O)Nc2ccc(Br)cc2)S1 (configuration not stated),-0.33
O=[N+]([O-])c1ccc(C2Sc3ccccc3N=C3c4ccccc4CCC32)cc1 (configuration not stated),-0.6
COc1cccc(-c2nnc(SCc3ccccc3C)o2)c1,-1.1
COc1ccc(C2=NN(S(C)(=O)=O)C(c3cn(-c4ccccc4)nc3-c3ccccc3)C2)cc1 (configuration not stated),-0.79
Cc1cccc(Nc2ccncc2S(=O)(=O)NC(=O)NC(C)C)c1,0.76
NC(=O)CSc1nc2ccccc2n1CCO,12
CC(C)c1ccc(NS(=O)(=O)c2cccs2)cc1,-1.9
Cc1nc2sc(-c3ccccc3)cc2c(=O)o1,0.17
Cc1nc(C(F)(F)F)ccc1-c1nnc(SCCCN2C(=O)c3ccccc3C2=O)o1,-1.6
COc1cc2c(cc1OC)C1=NNC(=O)C1=NC(C)(C)C2,-0.09
O=C(Nc1ccc(F)cc1)c1ccccc1NC(=S)Nc1ccccc1Cl,0.46
CCOC(=O)c1c(N/N=C\c2ccccc2[N+](=O)[O-])n[nH]c1C,1.1
COc1cc(OC)cc(C(C)(C)OC(=O)N2CCC[C@H]2C(=O)O)c1,-0.61
CC12CCC(C(=O)N(Cc3ccccc3)Cc3ccccc3)(C(Br)C1=O)C2(C)C (configuration not stated),0.33
CCSc1nnc2c(n1)OC(c1ccc(N(C)C)cc1)Nc1ccccc1-2 (configuration not stated),1.4
Cc1c(CS(=O)(=O)c2ccccc2)c(=O)n(-c2ccccc2)n1C,4.3
O=C(Cn1cnc2sc(-c3ccccc3)cc2c1=O)c1ccccc1,-0.41
CCOC(=O)c1nnn(-c2nonc2N)c1-c1cccc2ccccc12,4*
COC(=O)c1c(NC(=O)c2ccccc2Br)sc2c1CCC2,1.4
O=[N+]([O-])c1ccc(Oc2nc3cc(Cl)ccc3s2)c(C2SCCS2)c1,-0.67
N#CC1=CNc2ccccc2N=C1N,0.36
Cc1cc(C)n2c(SCc3ccc(C(=O)c4ccccc4)cc3)nnc2n1,0.85
CCOC(=O)Cn1c(C)cc(=O)c2cccc(OC)c21,-0.67
Cc1ccc(NC(=O)CSC2=C(C#N)C(c3ccc4c(c3)OCO4)C3=C(CCCC3=O)N2)c(C)c1 (configuration not stated),-0.73
Cc1cc(C(=O)NN)nn1-c1c(Cl)cc(Cl)cc1Cl,0.49
CN(C)Cc1c(O)ccc2c(=O)c(-c3cccc4ccccc34)c(C(F)(F)F)oc12,-0.85
CCN(CC)Cc1cc(C(C)C)c(O)c(C(C)C)c1,4.1*
CN(C)CC/C=C1\c2ccccc2COc2ccccc21,-0.67&35
CCOC(=O)C1=C(C)NC2=C(C(=O)CC(C)(C)C2)C1c1ccc(F)cc1 (configuration not stated),0.51
CCOC(=O)[C@H]1NC(=O)C[C@H]1c1ccccc1,1
COc1ccc(Oc2c(C(F)(F)F)oc3c(CN4CCCCC4)c(O)ccc3c2=O)cc1,-0.53
Cc1ccccc1N1OC2C(=O)N(c3ccccc3)C(=O)C2C1c1ccc(N(C)C)cc1 (configuration not stated),-1.3
COC(=O)c1ccc(C#CC(C)(C)O)cc1,0.97
O=C(O)CNc1ncnc2ccccc12,3.6*
COc1cc(C2CC(=O)NC(SCc3ccccc3)=C2C#N)cc(Br)c1O (configuration not stated),0.57
CN(C)c1ccc(NC(=O)c2ncn[nH]2)cc1,0.51
CCCCOc1ccc(N2C(=O)C3C4c5ccccc5C(CO)(c5ccccc54)C3C2=O)cc1 (configuration not stated),3.3*
CCOCCn1c(=O)c2c(nc3n2CCCCN3c2ccc(OCC)cc2)n(C)c1=O,0.36
COCCCn1c(-c2ccc(Cl)cc2)cc(-c2cccs2)c1-c1ccccc1,3.3*
CC1=C(C(=O)OCCOc2ccccc2)C(c2ccc(C)s2)C2=C(CCCC2=O)N1 (configuration not stated),-0.76
COc1ccc(COC(=O)C2=C(C)NC3=C(C(=O)CCC3)C2c2cc3c(cc2Cl)OCO3)cc1 (configuration not stated),4.2*
O=C1CSC(=S)N1Cc1ccco1,-1.1
O=C(O)CCCCCN1C(=O)C2CC=CCC2C1=O (configuration not stated),-0.39
COc1ccc(/C=N/NC(=O)Cn2nc(-c3ccccc3)c(-c3ccccc3)nc2=O)cc1,-1.8
COC(=O)CC1Oc2ccc(C)cc2-n2cc(-c3ccc(C)cc3)nc21 (configuration not stated),2.6
CCN(CC)CCCC(C)Nc1ccnc2cc(Cl)ccc12 (configuration not stated),0.65
Cc1ccccc1S(=O)(=O)Nc1ccnn1C,-0.72
O=S(=O)(Nc1ncccn1)c1ccc(N=Cc2ccccc2O)cc1,2
CCOC(=O)C1=C(C)Nc2nc3ccccc3n2C1c1ccccc1Cl (configuration not stated),-0.77
COc1ccc(OCCCN2CCCCC2)cc1,0.21
COc1ccc(-c2nc(C#N)c(NCc3ccccc3)o2)cc1,-0.31
O=C1NCCCCC1N1CNC(=S)NC1 (configuration not stated),0.6
COc1ccc(N2C(=O)CC(Sc3nccc(C)n3)C2=O)cc1 (configuration not stated),0.91
COC(=O)c1sc(C(C)(C)C)cc1NS(=O)(=O)c1ccc(OC)cc1,-0.67
Oc1ccc(-c2[nH]ncc2Oc2ccccc2)c(O)c1,0.69
# (next part)
SMILES,Dicer inh
CCCCOC(=O)C1=C(C)NC2=C(C(=O)CC(C)(C)C2)C1c1cccc(O)c1 (configuration not stated),-0.31
CC1CCC(C(C)C)C(OC(=O)Cn2c[n+](C)c3ccccc32)C1 (configuration not stated),-0.93
Cc1cc(C(=O)NNC(=O)Nc2ccc(C(F)(F)F)cc2)nn1C(C)(C)C,-0.22
CCOC(=O)Cn1cc(C(=O)C2CC2)c2ccccc21,1.8
O=C(CSc1nc2ccccc2nc1N1CCOCC1)Nc1ccccc1,2
Cc1ccc2oc3c(c(=O)c2c1)C(c1ccc(O)cc1)N(CCCN1CCOCC1)C3=O (configuration not stated),1.3
Cn1c(=O)c2c(nc(/C=C/c3cccc(Cl)c3)n2C)n(C)c1=O,0.2
COc1ccc(-c2coc3cc4oc(=O)c5cc(OC)ccc5c4cc23)cc1,3.8*
CCOC(=O)C1=C(Nc2ccc(OC(F)(F)F)cc2)OCC1=O,1.4
CCOc1nc(-c2cccc(OC)c2)ccc1-c1noc(-c2cccnc2)n1,1.8
CC(C)(C)C1=CC(O)n2c(nc3ccccc32)S1 (configuration not stated),1.4
COc1cc(C)nc(NS(=O)(=O)c2ccc(C)cc2)n1,0.48
COc1ccc2c(c1)c(CC(=O)O)c(C)n2C(=O)c1ccc(Cl)cc1,-0.1
OCCNc1ccc2ccccc2n1,0.45
CCCN(C(=O)CC#N)C(=O)Nc1ccc(Cl)cc1,-0.81
CC(C(=O)O)c1ccc(C(=O)c2ccccc2)s1 (configuration not stated),0.11
Cc1ccc(C(O)c2nc3ccccc3n2C)cc1 (configuration not stated),-2.2
C=CCc1c(CCC)nc(SC(C)C=C)[nH]c1=O (configuration not stated),-0.25
CCN(CC)CCOC(=O)c1c(C)oc2ccc(O)c(Cl)c12,-0.07
CCOC(=O)c1c(NC(=O)c2ccco2)sc2c1CCC(C(C)(C)C)C2 (configuration not stated),0.15
NN/C(N)=N/C(N)=Nc1ccc(F)cc1,3*
O=C(NC1CCN(CC(=O)N(c2ccccc2)C2CCCCC2)CC1)c1ccccc1,0.35
Cn1ncc(Br)c1NC(=O)Nc1cccc2ccccc12,-2.8
O=C(Nc1ccc(F)cc1F)N1CCN(c2ccccn2)CC1,2.5
Cc1ccc2c(c1)C(=O)C(=O)N2CCn1c2ccccc2c2nc3ccccc3nc21,0.49
Cc1cc2nccc(-c3ccc(Cl)cc3)n2n1,1.4
O=C(CN1C(=O)c2ccccc2S1(=O)=O)Nc1cccc(C(F)(F)F)c1,-0.13
CC(C#N)Oc1ccc(Cl)cc1Cl (configuration not stated),1.5
Cn1nc2n(c1=O)-c1ccccc1SC2,-0.77
COc1cccc(/C=N/n2nnc3c(sc4nc(C)cc(C)c43)c2=O)c1,0.43
COC(=O)c1sc(C(C)(C)C)cc1NC(=O)NC(=O)c1c(Cl)cccc1Cl,1.9
Cc1c(NC(=S)Nc2ccccc2Cl)c(=O)n(-c2ccccc2)n1C,-0.96
CN1CCCC(CC2c3ccccc3Sc3ccccc32)C1 (configuration not stated),1.2
Clc1ccc(C2=NN3C(C2)c2ccccc2OC3c2cccnc2)cc1 (configuration not stated),6*
Cc1c(Br)cc2nsnc2c1C,2
CC(C)(CC(=O)O)CC(=O)NCc1csc2ccccc12,4.5*
CCCCSc1nc(N2CCCC2)c2c(c1C#N)CC(C)(C)OC2,1.6
COC(=O)c1sccc1S(=O)(=O)Nc1ncc(C)cc1Br,-1.1
Fc1ccc(-c2cn3cc(Cc4ccccc4F)sc3n2)cc1,0.27
O=[N+]([O-])c1ccc(Oc2ccc(Cl)cc2)nc1,-0.64
O=C1COCC(=O)N1c1ccc(F)cc1F,2.8
CCOC(=O)c1c(C)nsc1N/N=C(\C#N)C(=O)c1ccc(Cl)cc1,1.6
Cc1cc(OC(=O)c2ccccc2)n(-c2ccccc2)n1,-5
O=c1[nH]c(-c2cc(Br)cs2)nc2ccc(Cl)cc12,-1.1
O=C(NN1CC(=O)N(c2cc(Cl)cc(Cl)c2)CC1=O)c1cccs1,-0.11

# Part of the list above, tab-delimited.
Compound	Dicer inh
Cc1ccc(NC(=O)CSC2=C(C#N)C(c3ccc4c(c3)OCO4)C3=C(CCCC3=O)N2)c(C)c1 (configuration not stated)	-0.73
Cc1cc(C(=O)NN)nn1-c1c(Cl)cc(Cl)cc1Cl	0.49
CN(C)Cc1c(O)ccc2c(=O)c(-c3cccc4ccccc34)c(C(F)(F)F)oc12	-0.85
CCN(CC)Cc1cc(C(C)C)c(O)c(C(C)C)c1	4.1*
CN(C)CC/C=C1\c2ccccc2COc2ccccc21	-0.67&35
CCOC(=O)C1=C(C)NC2=C(C(=O)CC(C)(C)C2)C1c1ccc(F)cc1 (configuration not stated)	0.51
CCOC(=O)[C@H]1NC(=O)C[C@H]1c1ccccc1	1
COc1ccc(Oc2c(C(F)(F)F)oc3c(CN4CCCCC4)c(O)ccc3c2=O)cc1	-0.53
Cc1ccccc1N1OC2C(=O)N(c3ccccc3)C(=O)C2C1c1ccc(N(C)C)cc1 (configuration not stated)	-1.3
COC(=O)c1ccc(C#CC(C)(C)O)cc1	0.97
O=C(O)CNc1ncnc2ccccc12	3.6*
COc1cc(C2CC(=O)NC(SCc3ccccc3)=C2C#N)cc(Br)c1O (configuration not stated)	0.57
CN(C)c1ccc(NC(=O)c2ncn[nH]2)cc1	0.51
CCCCOc1ccc(N2C(=O)C3C4c5ccccc5C(CO)(c5ccccc54)C3C2=O)cc1 (configuration not stated)	3.3*
CCOCCn1c(=O)c2c(nc3n2CCCCN3c2ccc(OCC)cc2)n(C)c1=O	0.36
COCCCn1c(-c2ccc(Cl)cc2)cc(-c2cccs2)c1-c1ccccc1	3.3*
CC1=C(C(=O)OCCOc2ccccc2)C(c2ccc(C)s2)C2=C(CCCC2=O)N1 (configuration not stated)	-0.76
COc1ccc(COC(=O)C2=C(C)NC3=C(C(=O)CCC3)C2c2cc3c(cc2Cl)OCO3)cc1 (configuration not stated)	4.2*

# Following part.
SMILES,Dicer inh
CC(CC(=O)O/N=C/c1ccc(Cl)cc1)S(=O)(=O)c1ccc(Cl)cc1 (configuration not stated),0.12
CCOC(=O)CN1C(=O)C(O)(CC(=O)c2ccccc2)c2ccccc21 (configuration not stated),-0.51
COc1ccccc1-c1nc(-c2ccc(-c3ccccc3)nc2OC)no1,0.65
Cc1ccc(C2Nn3c(C)nnc3SC2C(=O)Nc2ccc(Br)cc2Cl)cc1 (configuration not stated),-0.78
N#C/C(=C\c1ccc(C#Cc2ccccc2)s1)C(=O)c1cccs1,-1.2
O=C(Nc1ccccc1C(F)(F)F)N1CCCC1c1cccnc1 (configuration not stated),-0.29
Cc1ccc(-c2nc(-c3ccncc3)no2)cc1Cl,1.7
CC(=O)c1c(O)c2ccccc2n(C)c1=O,-0.09
COc1ccc(C2CC(=O)C3=C(C2)NC(C)=C(C(=O)OC(C)C)C3c2ccc(OC)c(OC)c2)cc1 (configuration not stated),1.9
Cc1ccccc1NC(=S)N(Cc1ccc2c(c1)OCO2)c1ccc(F)cc1,1.7
NN=C1c2cc(Br)ccc2-c2ccc(Br)cc21,0.31
O=C(Nc1ccc(Cl)cc1)Nc1ccc(-c2cnco2)cc1,1.4
NC(=O)CSc1nnnn1-c1ccccc1,4.9*
COc1ccc(C2/C(=C(/O)c3ccc(Cl)cc3)C(=O)C(=O)N2CCO)cc1 (configuration not stated),-1.7
CC(C)(Oc1ccc(Cl)cc1)C(=O)Nc1sc2c(c1C(N)=O)CCC2,-3.4
COc1ccc2[nH]c(C)c(CN3CCCC3)c(=O)c2c1,0.96
COc1cc(NC(=O)c2c(-c3ccccc3Cl)noc2C)cc(C(F)(F)F)c1,-0.51
N#CCCN(C(=S)Nc1ccc(F)cc1)C1CCCCC1,0.85
O=C1CC(c2ccco2)c2ccc3ccccc3c2N1 (configuration not stated),-0.72
COc1ccc(C2C3CCc4ccccc4C3=NN2CCOC(=O)c2ccc(C(F)(F)F)cc2)cc1 (configuration not stated),-0.23
COc1ccc(CN2CCN(S(C)(=O)=O)CC2)cc1OC,2.2
Cc1cc(C)c2cc(C(=O)NCCc3ccccc3)[nH]c2c1,-3.8
Clc1ccc(OCc2nnsc2Cl)c(Cl)c1,0.95
O=C(CSc1nc2sc3c(c2c(=O)[nH]1)CCCC3)NCCN1CCOCC1,3.9*
COC(=O)/C(=C/N(C)C)NC(=O)c1ccccc1,0.22
Cc1ccc(NC(=S)NC(C)(C)C)cc1F,3*
